Source: PubChem
Smad3 inh: Smad3/FoxH1 peptide binding inhibitors, primary screen, biochemical, TR-FRET. 88,000 compounds, 0.29% hits. AID 630, 2007. Mothers against decapentaplegic homolog 3 (Homo sapiens), P84022. TR-FRET Smad3/Dy647-FoxH1 peptide binding, europium anti-His. inhibition, % at 25 µM;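 active = compounds that reduce the energy-transfer binding signal between the protein and its labelled peptide by more than half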;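 also: 0% = Smad3 plus labelled peptide maximal FRET and 100% = peptide-only background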
VCAM1 TNFa inh: inhibitors of TNFa-induced VCAM1 expression, primary screen, imaging, HUVEC, TNFa stimulus, immunofluorescence; 95,000 compounds, 0.48% hits; inhibition, % at 2 µM; HUVEC TNFa-induced VCAM-1 immunofluorescence, high-content imaging;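 active = inhibition above the batch mean plus 3 SD, with images confirmed as a hit by eye, cut at about 37% in these data; inconclusive = inhibition above that limit but hit not confirmed in images; inactive = inhibition not above that limit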;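 also: 0% = TNF-stimulated DMSO wells and 100% = unstimulated control wells; not every result past the cut was called active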
Candida biofilm: clotrimazole potentiators killing Candida biofilms, primary screen, with clotrimazole, Alamar Blue; C. albicans biofilm + clotrimazole; inhibition, % at 6 µM; 85,000 compounds, 0.14% hits;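 active = inhibition above 20%; inactive = inhibition below 20%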;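 also: preformed 24 hr biofilms exposed to compound for 48 hr; 0% = biofilm without compound and 100% = blank killed by clotrimazole plus chlorhexidine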
sEH activator: soluble epoxide hydrolase activators, primary screen, biochemical, human sEH | purified human sEH enzymatic activity, activator screen | 91,000 compounds, 0.04% hits | Bifunctional epoxide hydrolase 2 (Homo sapiens), P34913 | activation, % at 2 µM; in the data active = activation above about 37%; also: values of inactives mirror those of a sister screen read the other way
Target sequence (P34913 whole entry, looked up): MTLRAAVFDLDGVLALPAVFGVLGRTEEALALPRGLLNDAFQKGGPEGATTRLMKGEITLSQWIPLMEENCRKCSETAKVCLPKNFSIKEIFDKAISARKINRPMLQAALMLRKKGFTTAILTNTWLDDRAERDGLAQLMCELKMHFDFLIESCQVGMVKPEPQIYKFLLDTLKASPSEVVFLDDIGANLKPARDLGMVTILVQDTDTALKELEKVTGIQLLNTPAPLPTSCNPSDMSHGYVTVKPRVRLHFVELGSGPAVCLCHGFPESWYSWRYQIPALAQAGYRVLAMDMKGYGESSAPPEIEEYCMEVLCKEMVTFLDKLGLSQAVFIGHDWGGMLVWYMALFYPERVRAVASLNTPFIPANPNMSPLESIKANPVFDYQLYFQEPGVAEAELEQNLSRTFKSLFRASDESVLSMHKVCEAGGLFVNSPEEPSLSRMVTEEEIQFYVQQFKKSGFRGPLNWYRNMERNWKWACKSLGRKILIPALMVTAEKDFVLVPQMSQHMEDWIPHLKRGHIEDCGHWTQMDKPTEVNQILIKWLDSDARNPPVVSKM
HUVEC tox IL1B: cytotoxicity in IL-1B stimulated HUVEC, primary screen, cytotoxicity control for IL-1B NFkB translocation project, imaging, Hoechst nuclear count, IL-1B stimulus; HUVEC cell count loss; cell count reduction, % at 2 µM; 94,000 compounds, 0.41% hits;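 active = cell count reduction more than 3 SD above the screen-wide mean, cut at about 70% in these data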;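 also: normalized per plate to untreated control cells as the no-loss baseline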
F-actin modifier: modifiers of F-actin cytoskeleton organization, primary screen, imaging, HUVEC, phalloidin staining, high-content imaging. HUVEC TNFa F-actin phalloidin imaging. inhibition, % at 2 µM. 91,000 compounds, 0.18% hits. AID 836, 2007;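 active = inhibition above the batch mean plus 3 SD and confirmed as a hit by visual image inspection, cut at about 30% in these data, passing the limit was not always enough; inconclusive = above the inhibition threshold but rejected on visual inspection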; also: strong numbers were not always called active
ERb SRC1 inh: inhibitors of ERβ-SRC1 coactivator interaction, primary screen, biochemical, TR-FRET, ERβ LBD, SRC-1 peptide; inhibition, % at 25.6 µM; 86,000 compounds, 1.3% hits; TR-FRET ER-beta LBD / SRC1-Cy5 peptide binding; receptor agonist-loaded with 1 µM estradiol; Estrogen receptor beta (Homo sapiens), Q92731;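 active = compounds whose percent inhibition of the receptor-coactivator binding signal exceeds about 50% in the single-dose screen, limit read from the data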;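 also: 0% = receptor plus peptide wells without compound and 100% = peptide-only wells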
TNFa cytotox: cytotoxicity in TNFa-stimulated HUVEC, primary screen, cytotoxicity control for VCAM1 expression modulator project, imaging, Hoechst nuclei count | HUVEC TNFalpha-stimulated, Hoechst cell count | cell count reduction, % at 2 µM | 93,000 compounds, 0.17% hits | AID 848, 2007;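 active = cell count reduction exceeding the screen mean by over 5 SD, scaled to untreated wells per plate, cut at about 78% in these data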;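 also: cells counted after 24 h of TNF alpha exposure following the 1 h pretreatment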
sEH inhibitor: soluble epoxide hydrolase inhibitors, primary screen, biochemical, human sEH | recombinant human sEH enzymatic activity assay | inhibition, % at 2 µM | AID 707, 2007 | 91,000 compounds, 0.34% hits; in the data active = inhibition above about 80%; also: values of inactives mirror those of a sister screen read the other way; many of its hits are not listed in these tables
An asterisk follows results filed as active; ? = inconclusive; / = not tested or not shown; [ ] = another dose, or the depositor's remark. A portion of the library, so the mix of outcomes need not match the whole.

SMILES	Smad3 inh	VCAM1 TNFa inh	Candida biofilm	sEH activator	HUVEC tox IL1B	F-actin modifier	ERb SRC1 inh	TNFa cytotox	sEH inhibitor
Cc1ccc(Cl)cc1N1CCN(C(c2cccnc2)c2nnnn2C2CCCCC2)CC1 (stereo unspecified)	9	7	5	11	28	?	-5[fluorescence artefact?]	-27	-10
CC(=O)c1c(C)[nH]c(C(=O)NC2CCCCC2)c1C	/	2	/	4	-4	24	/	-20	-4
Cc1oc2c(cc(NS(=O)(=O)c3cccs3)c3ccccc32)c1C(=O)OC(C)C	5	2	-1	15	3	7	4	-4	-15
CC(=O)Nc1c(Br)cc(N2C(=O)CCC2=O)cc1Br	6	-11	5	13	31	-17	7	6	-10
Cc1ccc(NC(=S)NCc2cccn2C)cc1	5	22	5	-9	0	-3	1[fluorescence artefact?]	-8	7
CCOC(=O)c1c(NC(=O)CSc2nc3ccccc3s2)sc(C(C)=O)c1C	/	6	/	12	-8	-3	/	-5	-10
CS(=O)(=O)N(CCc1ccccc1)CC(=O)N1CCN(Cc2ccccc2)CC1	-6	5	4	4	-23	15	5	-15	0
Clc1ccc(-c2ccc(/C=N/Nc3cc(N4CCOCC4)nc(N4CCOCC4)n3)o2)cc1	5	-6	4	12	11	-23	-12	-1	-6
Cn1c(CCNC(=O)c2ccccc2)nc2cc(NC(=O)c3ccco3)ccc21	5	-16	4	4	-96	-4	10[fluorescence artefact?]	-43	-3
Cc1cccc(C)c1OCC(=O)Nc1cccc(-c2nnc(-c3ccccc3)o2)c1	/	-2	/	-14	18	4	/	-26	15
CN1C(=O)c2ccccc2Sc2ccc(NC(=O)N3CCCC3)cc21	-1	-10	-1	-47	-36	/	-16	-31	48
CCCOc1c(Br)cc(C(=O)NCC)cc1OC	-3	4	6	13	-17	-30	-25[fluorescence artefact?]	6	-9
CCCC1(C)SC(NC(C)=O)=NN1C(C)=O (stereo unspecified)	-15	10	5	-4	-4	9	-9	-14	3
COc1ccccc1NC(=O)CSc1nnc(C)n1Cc1ccccc1	8	-18	0	0	4	3	-1[fluorescence artefact?]	-45	-1
COc1ccc2[nH]c(C(=O)O)c(NS(=O)(=O)c3ccc(OC)c(OC)c3)c2c1	3	/	9	10	34	7	-2	/	-9
CCOc1ccc2nc(C)cc(Nc3ccc4c(c3)OCCO4)c2c1	/	12	/	2	-103	68*	/	-32	-4
Cc1ccc(C(=O)Nc2c3c(nn2C(C)(C)C)CS(=O)(=O)C3)cc1C	9	-9	-6	-12	-83	31	7[fluorescence artefact?]	-40	14
Brc1ccc(C2=Nn3c(nnc3-c3cccnc3)SC2)s1	6	2	5	-1	-91	0	4	-30	-2
O=C(C1CCN(S(=O)(=O)N2CCOCC2)CC1)N1CCN(Cc2ccc3c(c2)OCO3)CC1	13[fluorescence artefact?]	2	8	0	-59	-36	-5	-8	0
O=C(Nc1ccc2c(c1)OCCO2)C1CCN(C(=O)c2ccc(Br)cc2)CC1	-10	26	4	-36	-16	0	3	-13	37

In a second layout: two of the compounds above.
structure,Smad3 inh,VCAM1 TNFa inh,Candida biofilm,sEH activator,HUVEC tox IL1B,F-actin modifier,ERb SRC1 inh,TNFa cytotox,sEH inhibitor
Clc1ccc(-c2ccc(/C=N/Nc3cc(N4CCOCC4)nc(N4CCOCC4)n3)o2)cc1,5,-6,4,12,11,-23,-12,-1,-6
Cn1c(CCNC(=O)c2ccccc2)nc2cc(NC(=O)c3ccco3)ccc21,5,-16,4,4,-96,-4,10[fluorescence artefact?],-43,-3

New compounds follow.
SMILES	Smad3 inh	VCAM1 TNFa inh	Candida biofilm	sEH activator	HUVEC tox IL1B	F-actin modifier	ERb SRC1 inh	TNFa cytotox	sEH inhibitor
COc1cc(NCCCCCCCN)c2ncccc2c1	16[fluorescence artefact?]	-12	6	-6	-16	-5	39	/	8
NC(=O)c1c(NC(=O)C2CCCO2)sc2c1CCC2 (stereo unspecified)	12	17	6	-13	-12	13	1	-20	15
Cc1cc(=O)[nH]c2n[nH]c(-c3ccccc3)c12	5	10	9	11	-18	-8	3	-26	-10
COc1ccccc1C1C(C(N)=O)=C(C)Nc2ncnn21 (stereo unspecified)	-7	-21	10	13	-38	-5	-21[fluorescence artefact?]	2	-10
CCN(CC)S(=O)(=O)c1ccc(-c2nnc3sc4cccc(C)c4n23)cc1	-4	19	-6	-8	-10	-1	-16	-8	11
Cc1cc(NS(=O)(=O)c2cccs2)no1	10	19	5	5	-16	-11	-5	-10	-6
CC(C)(C)c1cc(CN2CCN(CCC#N)CC2)cc(C(C)(C)C)c1O	7[fluorescence artefact?]	-1	3	-2	-42	22	6	-25	2
CCOc1c(OC)cc(C2C(C#N)=C(N)Oc3n[nH]c(-c4ccncc4)c32)cc1OC (stereo unspecified)	3	25	-3	-1	-4	-30	1	9	-1
COc1cccc(-c2nc(Cc3ccc(OC)c(OC)c3)no2)c1	0	-1	7	/	-2	16	-5	-28	/
CC(/C=N/n1c(COc2ccccc2)n[nH]c1=S)=C\c1ccccc1	/	-14	/	-21	4	6	/	-18	20
CC1CCN(C(=O)CCc2ccc(S(=O)(=O)NC(C)(C)C)cc2)CC1	2	-12	-2	10	20	1	-3[fluorescence artefact?]	-22	-10

Profiles as entered above:
`CC(=O)Nc1c(Br)cc(N2C(=O)CCC2=O)cc1Br` is listed with Smad3 inh: 6; VCAM1 TNFa inh: -11; Candida biofilm: 5; sEH activator: 13; HUVEC tox IL1B: 31; F-actin modifier: -17; ERb SRC1 inh: 7; TNFa cytotox: 6; sEH inhibitor: -10
`CCOC(=O)c1c(NC(=O)CSc2nc3ccccc3s2)sc(C(C)=O)c1C` is listed with Smad3 inh: /; VCAM1 TNFa inh: 6; Candida biofilm: /; sEH activator: 12; HUVEC tox IL1B: -8; F-actin modifier: -3; ERb SRC1 inh: /; TNFa cytotox: -5; sEH inhibitor: -10
`Cc1cc(=O)[nH]c2n[nH]c(-c3ccccc3)c12` is listed with Smad3 inh: 5; VCAM1 TNFa inh: 10; Candida biofilm: 9; sEH activator: 11; HUVEC tox IL1B: -18; F-actin modifier: -8; ERb SRC1 inh: 3; TNFa cytotox: -26; sEH inhibitor: -10

Rewritten with each value named: 3 of the compounds above.
Cc1cc(NS(=O)(=O)c2cccs2)no1
  Smad3 inh = 10
  VCAM1 TNFa inh = 19
  Candida biofilm = 5
  sEH activator = 5
  HUVEC tox IL1B = -16
  F-actin modifier = -11
  ERb SRC1 inh = -5
  TNFa cytotox = -10
  sEH inhibitor = -6
CC(C)(C)c1cc(CN2CCN(CCC#N)CC2)cc(C(C)(C)C)c1O
  Smad3 inh = 7[fluorescence artefact?]
  VCAM1 TNFa inh = -1
  Candida biofilm = 3
  sEH activator = -2
  HUVEC tox IL1B = -42
  F-actin modifier = 22
  ERb SRC1 inh = 6
  TNFa cytotox = -25
  sEH inhibitor = 2
CCOc1c(OC)cc(C2C(C#N)=C(N)Oc3n[nH]c(-c4ccncc4)c32)cc1OC (stereo unspecified)
  Smad3 inh = 3
  VCAM1 TNFa inh = 25
  Candida biofilm = -3
  sEH activator = -1
  HUVEC tox IL1B = -4
  F-actin modifier = -30
  ERb SRC1 inh = 1
  TNFa cytotox = 9
  sEH inhibitor = -1
